Mot1-301 SUMO = yeast Mot1-301 growth rescue at high temperature, primary screen, SUMOylation pathway inhibitor project, S. cerevisiae, ATP luminescence, 38.5C; S. cerevisiae Mot1-301 growth rescue; percent above DMSO median, 100 means doubled; growth rescue, % at 18.8 µM; 1% of 320,000 active; AID 2716, 2010;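 active means every valid replicate shows activation above 250% relative to neutral control wells; inactive means the rest, any valid replicate at or below 250%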;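 further: OY570 slx delta 5 strain wells were the positive control but not used for scaling; some compounds called inactive have numbers as strong as hits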
Cardiac RTF inh = cardiac RTF calcium sensitivity inhibitors, primary screen, biochemical, IANBD-TnC fluorescence, EC70 calcium | inhibition, % at 7.15 µM | 0.12% of 340,000 active | IANBD-labeled cardiac RTF, Ca2+ fluorescence | Troponin I, cardiac muscle (Homo sapiens) + Troponin T, cardiac muscle (Homo sapiens) + …;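 active means inhibition above the mean inhibition of all tested compounds plus 3 SD, cut at about 17% in these data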;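 further: assay run at fixed EC70 calcium of 1.6 mM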
LANA DNA inh = inhibitors of KSHV C-LANA binding to DNA, primary screen, biochemical, fluorescence polarization, FAM-LBS DNA, MBP-C-LANA, single point; inhibition, % at 9 µM; 0.078% of 340,000 active; Kaposi's sarcoma herpesvirus LANA C-terminal domain (residues 932-1162) DNA binding;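 active means highest replicate inhibition at or above 60% at 9 µM, even if other replicates fall short; inactive means all replicates below 60% inhibition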;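 further: 0% = neutral control wells and 100% = 4 µM acridine orange control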
PfHsp90 yeast 2 = growth inhibition of PfHsp90-expressing yeast, primary screen, antimalarial PfHsp90 inhibitor project, S. cerevisiae, BacTiter-Glo luminescence, single point, set 2; BacTiter-Glo ATP, 48 h; yeast lacking PDR1 and PDR3 efflux regulators; inhibition, % at 9.4 µM; 0.32% of 310,000 active; AID 504621, 2011;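 active means every replicate shows inhibition above about 80%, whatever the replicate mean, limit read from the data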;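 further: 0% = DMSO neutral controls and 100% = 20 µM radicicol positive controls; yeast relying on Plasmodium falciparum Hsp90 in place of its own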
CDK5 inh = inhibitors of human CDK5/p35 kinase, primary screen, biochemical, single concentration; Cyclin-dependent kinase 5 (Homo sapiens) + Cyclin-dependent kinase 5 activator 1 (Homo …; Recombinant CDK5/p35, ADP-Glo luminescence, 60 min; inhibition, % at 10 µM; 0.01% of 330,000 active;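 active means highest replicate inhibition of at least 50% and at least 75% of replicates reaching 50%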;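 further: plate controls were DMSO neutral control for no effect and GW8510 at 10 µM for full effect; many of its hits are not listed in these tables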
cardiac RTF act = cardiac RTF calcium sensitivity activators, primary screen, biochemical, IANBD-TnC fluorescence, EC20 calcium; Troponin I, cardiac muscle (Homo sapiens) + Troponin T, cardiac muscle (Homo sapiens) + …; IANBD-labeled TnC RTF fluorescence at EC20 calcium; 0% EC20 calcium, 100% full calcium; activation, % at 7.2 µM; 0.24% of 340,000 active; AID 493008, 2010;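 active means activation above the mean over all tested compounds plus 3 SD, cut at about 30% in these data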;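 further: rise in fluorescence read as greater calcium sensitivity of cardiac thin filaments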
Keap1-Nrf2 PPI = Keap1-Nrf2 protein-protein interaction inhibitors, primary screen, biochemical, fluorescence polarization, single point; Kelch-like ECH-associated protein 1 (Homo sapiens), Q14145; Keap1 Kelch-Nrf2 peptide fluorescence polarization, 1536-well; inhibition, % at 9.4 µM; 0.15% of 340,000 active; in the data active means inhibition above about 12%;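 further: human Keap1 Kelch domain with fluorescein labeled Nrf2 9mer peptide probe; 0% = neutral control wells and 100% = peptide positive control; higher means more block of Keap1 binding to Nrf2 peptide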
Target sequence (Q14145 whole entry, looked up, the tested form may be a part): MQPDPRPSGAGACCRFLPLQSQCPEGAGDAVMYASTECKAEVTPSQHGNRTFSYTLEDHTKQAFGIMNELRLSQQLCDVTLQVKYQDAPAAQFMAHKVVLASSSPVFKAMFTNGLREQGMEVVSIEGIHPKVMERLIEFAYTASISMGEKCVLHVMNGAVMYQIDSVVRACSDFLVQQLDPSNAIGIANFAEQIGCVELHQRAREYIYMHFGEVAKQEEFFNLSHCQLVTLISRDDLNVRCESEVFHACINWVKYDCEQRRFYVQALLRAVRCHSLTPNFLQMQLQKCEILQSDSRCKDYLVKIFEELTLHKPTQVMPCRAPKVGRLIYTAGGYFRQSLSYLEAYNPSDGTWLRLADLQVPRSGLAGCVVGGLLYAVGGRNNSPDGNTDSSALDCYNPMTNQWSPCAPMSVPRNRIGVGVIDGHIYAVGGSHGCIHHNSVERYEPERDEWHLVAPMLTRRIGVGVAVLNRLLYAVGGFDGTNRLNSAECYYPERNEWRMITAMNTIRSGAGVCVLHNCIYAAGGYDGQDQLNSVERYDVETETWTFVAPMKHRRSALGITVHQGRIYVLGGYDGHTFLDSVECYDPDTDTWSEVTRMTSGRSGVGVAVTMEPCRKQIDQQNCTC
NSD2 HMT inh = NSD2 histone methyltransferase inhibitors, primary screen, biochemical, AlphaScreen, single concentration, set 2; Histone-lysine N-methyltransferase NSD2 (Homo sapiens), O96028; NSD2 peptide methylation, 120 min; inhibition, % at 12.5 µM; 0.54% of 310,000 active; AID 743445, 2014; in the data active means inhibition above about 50%
dFosB activator = activators of delta FosB homodimer, primary screen, biochemical, fluorescence polarization, TAMRA-CDK5 oligo, single point. Protein FosB (Mus musculus), P13346. purified delta FosB; percent of positive-control signal above neutral wells. 0.99% of 340,000 active. activation, % at 25 µM;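 active means mean activation above about 17%, with every replicate also reaching it, limit read from the data, passing the limit was not always enough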;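 further: fluorescence polarization rise as delta FosB binds a TAMRA Cdk5 AP-1 oligo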
Target sequence (P13346 whole entry, looked up): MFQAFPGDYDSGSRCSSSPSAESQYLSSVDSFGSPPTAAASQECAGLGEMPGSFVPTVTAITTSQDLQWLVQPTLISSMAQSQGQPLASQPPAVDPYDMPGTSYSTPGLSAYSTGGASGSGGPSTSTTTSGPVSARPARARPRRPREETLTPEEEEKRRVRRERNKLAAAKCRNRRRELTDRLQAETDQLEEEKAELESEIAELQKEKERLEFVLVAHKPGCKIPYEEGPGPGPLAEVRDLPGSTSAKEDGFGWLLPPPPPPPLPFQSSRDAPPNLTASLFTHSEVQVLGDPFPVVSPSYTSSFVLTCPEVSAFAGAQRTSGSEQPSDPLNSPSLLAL
Rtt109 HAT inh = inhibitors of C. albicans Rtt109/Vps75 HAT, primary screen, biochemical, ThioGlo CoA-SH fluorescence, plate reader; Histone acetyltransferase RTT109 (Candida albicans (strain SC5314 / ATCC MYA-2876)), …; purified Rtt109/Vps75, 4 h; inhibition, % at 34.9 µM; 0.16% of 330,000 active;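 active means inhibition of at least 50% in every replicate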
PvdQ inh = P. aeruginosa PvdQ acylase inhibitors, primary screen, biochemical, fluorescence, plate reader and imaging, single point; purified PvdQ acylase; inhibition, % at 10 µM; 0.063% of 340,000 active; in the data active means inhibition above about 30%, passing the limit was not always enough;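 further: 0% = vehicle neutral wells and 100% = reference inhibitor wells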
* marks the source's active call; other numbers are inactive results.

Cc1ccc(NC(=S)NCc2ccccc2)cc1[N+](=O)[O-] was read as Mot1-301 SUMO -9.7, Cardiac RTF inh 0.4, LANA DNA inh 0.7, PfHsp90 yeast 2 6.3, CDK5 inh 1.2, cardiac RTF act -5.1, Keap1-Nrf2 PPI -1.0, NSD2 HMT inh 1.0, dFosB activator 1.1, Rtt109 HAT inh 20.8 and PvdQ inh -4.0.
For Cc1ccc(Cn2cc(/C=C/C(=O)O)c(-c3ccccc3)n2)cc1 the results were Mot1-301 SUMO 21.7, Cardiac RTF inh -8.9, LANA DNA inh -0.3, PfHsp90 yeast 2 16.5, CDK5 inh -0.5, cardiac RTF act 2.9, Keap1-Nrf2 PPI 2.3, NSD2 HMT inh 1.3, dFosB activator -2.7, Rtt109 HAT inh 2.3 and PvdQ inh -9.7.
Screening CC(C)NS(=O)(=O)c1ccc(OCC(=O)N2CCc3ccccc3C2)cc1 returned Mot1-301 SUMO -13.0, Cardiac RTF inh -3.1, LANA DNA inh -0.6, PfHsp90 yeast 2 0.5, CDK5 inh 0.4, cardiac RTF act 3.5, Keap1-Nrf2 PPI -2.5, NSD2 HMT inh 0.1, dFosB activator -0.3, Rtt109 HAT inh -8.1 and PvdQ inh -4.1.
Cc1ccc(NC(=S)N2CCCCC2CO)cc1C (stereo not given) was read as Mot1-301 SUMO 4.0, Cardiac RTF inh -0.9, LANA DNA inh 1.0, PfHsp90 yeast 2 28.7, CDK5 inh -1.6, cardiac RTF act -5.5, Keap1-Nrf2 PPI -2.2, NSD2 HMT inh 1.0, dFosB activator -0.2, Rtt109 HAT inh 1.7 and PvdQ inh -14.2.
O=C(Nc1nc2ccc(SC(F)F)cc2s1)c1ccc(NS(=O)(=O)c2ccc(F)c(F)c2)cc1 was read as Mot1-301 SUMO 622.4*, Cardiac RTF inh -6.2, LANA DNA inh -0.4, PfHsp90 yeast 2 -112.4, CDK5 inh 2.0, cardiac RTF act -5.6, Keap1-Nrf2 PPI -2.7, NSD2 HMT inh -0.2, dFosB activator 38.2*, Rtt109 HAT inh -3.8 and PvdQ inh 10.3.
Screening CCN(CC)S(=O)(=O)c1ccc(-c2csc(C)n2)cc1 returned Mot1-301 SUMO 34.2, Cardiac RTF inh 1.8, LANA DNA inh 0.2, PfHsp90 yeast 2 -11.5, CDK5 inh -0.7, cardiac RTF act -0.3, Keap1-Nrf2 PPI -2.5, NSD2 HMT inh -4.0, dFosB activator -7.5, Rtt109 HAT inh -2.8 and PvdQ inh -13.7.
O=C1c2ccccc2C(=O)N1OCc1cccc(Cl)c1 was read as Mot1-301 SUMO 9.7, Cardiac RTF inh -1.9, LANA DNA inh 0.6, PfHsp90 yeast 2 -9.0, CDK5 inh 0.2, cardiac RTF act -1.9, Keap1-Nrf2 PPI -1.7, NSD2 HMT inh 1.2, dFosB activator -6.1, Rtt109 HAT inh 5.8 and PvdQ inh 0.1.
`CCC(C)NC(=O)C1c2ccccc2C(=O)N1Cc1ccc(F)cc1` (stereo not given) gave Mot1-301 SUMO -9.5, Cardiac RTF inh -3.8, LANA DNA inh -2.1, PfHsp90 yeast 2 -12.9, CDK5 inh -0.4, cardiac RTF act 2.1, Keap1-Nrf2 PPI 1.0, NSD2 HMT inh -0.2, dFosB activator -8.9, Rtt109 HAT inh 3.2 and PvdQ inh -6.0.
`COc1cc(C(CC(=O)Nc2ccccn2)N2Cc3ccccc3C2=O)cc(OC)c1OC` (stereo not given) gave Mot1-301 SUMO 8.6, Cardiac RTF inh -8.1, LANA DNA inh 2.2, PfHsp90 yeast 2 -3.3, CDK5 inh 1.3, cardiac RTF act -4.3, Keap1-Nrf2 PPI 0.8, NSD2 HMT inh -0.7, dFosB activator -7.0, Rtt109 HAT inh -4.8 and PvdQ inh 11.4.
Screening CCc1nnc(NC(=O)C2=CCN(S(=O)(=O)c3ccc(F)cc3)CC2)s1 returned Mot1-301 SUMO 7.5, Cardiac RTF inh -6.2, LANA DNA inh -2.8, PfHsp90 yeast 2 26.1, CDK5 inh 0.1, cardiac RTF act -1.8, Keap1-Nrf2 PPI 5.6, NSD2 HMT inh 3.6, dFosB activator 2.3, Rtt109 HAT inh -12.5 and PvdQ inh -4.2.
For CCOC(=O)CN1CC23C=CC(O2)C(C(=O)NCc2ccccc2OC)C3C1=O (stereo not given) the results were Mot1-301 SUMO 1.5, Cardiac RTF inh -5.9, LANA DNA inh -0.3, PfHsp90 yeast 2 3.0, CDK5 inh 3.0, cardiac RTF act -4.3, Keap1-Nrf2 PPI -0.3, dFosB activator 2.5, Rtt109 HAT inh -5.6 and PvdQ inh 1.7.
`COc1ccc(N2CC(O)=C(c3nc4ccccc4s3)C2=N)c(OC)c1` gave Mot1-301 SUMO -10.7, Cardiac RTF inh -0.7, LANA DNA inh -0.4, PfHsp90 yeast 2 -9.3, CDK5 inh 1.4, cardiac RTF act 1.4, Keap1-Nrf2 PPI 0.3, NSD2 HMT inh 0.0, dFosB activator -3.3, Rtt109 HAT inh 4.1 and PvdQ inh -0.2.
For CSc1ncccc1C(=O)OCC(=O)Nc1ccc(N2CCOCC2)cc1 the results were Mot1-301 SUMO 6.8, Cardiac RTF inh -0.8, LANA DNA inh -0.5, PfHsp90 yeast 2 -0.7, CDK5 inh -1.3, cardiac RTF act 1.6, Keap1-Nrf2 PPI -2.0, NSD2 HMT inh -0.4, dFosB activator -3.3, Rtt109 HAT inh -5.4 and PvdQ inh -13.3.
For COc1ccccc1CCC(=O)OCC(=O)Nc1ccc(C(N)=O)cc1 the results were Mot1-301 SUMO 0.2, Cardiac RTF inh -5.0, LANA DNA inh -0.9, PfHsp90 yeast 2 -5.5, CDK5 inh 0.0, cardiac RTF act -3.3, Keap1-Nrf2 PPI 4.5, NSD2 HMT inh -3.2, dFosB activator -5.6, Rtt109 HAT inh -19.1 and PvdQ inh 8.2.
`CCOC(=O)c1ccccc1NC(=O)c1cncc(Br)c1` gave Cardiac RTF inh 2.5, LANA DNA inh -0.3, PfHsp90 yeast 2 -3.1, CDK5 inh 0.0, cardiac RTF act 2.9, Keap1-Nrf2 PPI 2.4, NSD2 HMT inh -3.4, dFosB activator -8.3, Rtt109 HAT inh -3.3 and PvdQ inh -1.2.
For CCCCn1c(N)c(N(CCOC)C(=O)c2ccc(Br)s2)c(=O)[nH]c1=O the results were Mot1-301 SUMO -18.5, Cardiac RTF inh -9.3, LANA DNA inh 1.2, PfHsp90 yeast 2 -46.0, CDK5 inh -0.7, cardiac RTF act -0.8, Keap1-Nrf2 PPI 0.7, NSD2 HMT inh 0.3, dFosB activator -10.8, Rtt109 HAT inh -2.4 and PvdQ inh -11.7.
CCOc1ccccc1OCCOc1ccccc1OC(C)C was read as Mot1-301 SUMO 1.8, Cardiac RTF inh 0.0, LANA DNA inh -0.5, CDK5 inh 0.1, cardiac RTF act -2.8, Keap1-Nrf2 PPI 0.5, NSD2 HMT inh -2.8, dFosB activator 0.4, Rtt109 HAT inh -6.3 and PvdQ inh -5.3.
`CCOc1ccc(C(=O)NC(=S)N2CCN(c3ccc(C(F)(F)F)cc3[N+](=O)[O-])CC2)cc1` gave Mot1-301 SUMO -10.1, Cardiac RTF inh -5.6, LANA DNA inh -0.1, PfHsp90 yeast 2 -13.5, CDK5 inh -0.2, cardiac RTF act -2.1, Keap1-Nrf2 PPI 0.3, NSD2 HMT inh -0.3, dFosB activator 1.7, Rtt109 HAT inh -0.3 and PvdQ inh -9.2.
For CC(=O)/C(=C/N(C)C)C(=O)Nc1ccc(Cl)cc1Cl the results were Mot1-301 SUMO -26.3, Cardiac RTF inh 2.1, LANA DNA inh -1.2, PfHsp90 yeast 2 8.4, CDK5 inh 0.2, cardiac RTF act -1.6, Keap1-Nrf2 PPI -1.8, NSD2 HMT inh -0.5, dFosB activator 1.3, Rtt109 HAT inh -3.5 and PvdQ inh 9.5.
For CN(C)S(=O)(=O)c1cc(NC(=O)COC(=O)C2COc3ccccc3O2)ccc1Cl (stereo not given) the results were Cardiac RTF inh 8.2, LANA DNA inh 0.1, PfHsp90 yeast 2 7.0, CDK5 inh -2.0, cardiac RTF act -6.3, Keap1-Nrf2 PPI -3.2, NSD2 HMT inh -0.2, dFosB activator -1.4, Rtt109 HAT inh 0.6 and PvdQ inh 7.2.
`CCOc1ccccc1C1CC(c2ccc(F)cc2)Nc2nc(N)nn21` (stereo not given) gave Mot1-301 SUMO -20.6, Cardiac RTF inh 3.4, LANA DNA inh -1.3, PfHsp90 yeast 2 -6.6, CDK5 inh 0.5, cardiac RTF act 0.7, Keap1-Nrf2 PPI 6.0, dFosB activator -7.7, Rtt109 HAT inh 6.9 and PvdQ inh -4.5.
C=CCN1C(=NC(=O)COc2ccccc2)SC2CS(=O)(=O)CC21 (stereo not given) was read as Mot1-301 SUMO 7.1, Cardiac RTF inh -7.4, LANA DNA inh -1.3, PfHsp90 yeast 2 -13.5, CDK5 inh 1.5, cardiac RTF act -2.9, Keap1-Nrf2 PPI 0.9, NSD2 HMT inh -7.7, dFosB activator -0.4, Rtt109 HAT inh -7.6 and PvdQ inh -1.8.
For Cc1ccc(C(=O)NCCn2cc(SCC(=O)N3CCOCC3)c3ccccc32)cc1 the results were Mot1-301 SUMO 2.5, Cardiac RTF inh 5.0, LANA DNA inh 1.4, PfHsp90 yeast 2 0.4, CDK5 inh 0.5, cardiac RTF act -1.2, Keap1-Nrf2 PPI -2.1, dFosB activator -9.9, Rtt109 HAT inh -18.4 and PvdQ inh -12.5.
For Cc1ccc2cc3cc(C(=O)NCc4ccco4)oc3nc2c1 the results were Mot1-301 SUMO -14.6, Cardiac RTF inh -0.2, LANA DNA inh -2.5, PfHsp90 yeast 2 -15.8, CDK5 inh 2.1, cardiac RTF act -1.1, Keap1-Nrf2 PPI 3.6, NSD2 HMT inh 2.3, dFosB activator -16.9, Rtt109 HAT inh -4.4 and PvdQ inh 0.4.
For CSc1ncccc1C(=O)N1CCCC(N2CCN(c3ccccc3F)CC2)C1 (stereo not given) the results were Mot1-301 SUMO -23.9, Cardiac RTF inh 4.8, LANA DNA inh -2.0, PfHsp90 yeast 2 13.7, CDK5 inh 0.6, cardiac RTF act -5.7, Keap1-Nrf2 PPI 0.3, dFosB activator 3.0, Rtt109 HAT inh 8.2 and PvdQ inh 2.4.
